# Bcl-2 Bim block: human Bim-Bcl-2 interaction inhibition; AID 950; 190,000 compounds, 0.06% hits; inhibition, % at 10 µM; P10415; Bead-based flow cytometry, Bim peptide-Bcl-2 binding; in the data active = inhibition above about 40%; inconclusive = no clear call, values can overlap the other calls;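 note: 0% = no compound wells with probe peptide and 100% = reference peptide inhibitor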
# Target sequence (P10415 whole entry, looked up): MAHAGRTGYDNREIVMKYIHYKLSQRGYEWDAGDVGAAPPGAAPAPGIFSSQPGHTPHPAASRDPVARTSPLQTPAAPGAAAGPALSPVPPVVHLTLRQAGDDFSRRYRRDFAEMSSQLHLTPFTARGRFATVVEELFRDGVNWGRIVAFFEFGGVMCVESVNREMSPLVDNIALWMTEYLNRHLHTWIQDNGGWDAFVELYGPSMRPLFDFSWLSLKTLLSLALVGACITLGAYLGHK
# Mcl1-Bid inh: disrupts binding of human Mcl-1 to Bid peptide | TR-FRET Mcl-1/Bid-Dy647 peptide binding, 1536-well | AID 1021 | 220,000 compounds, 0.97% hits | inhibition, % at 21.7 µM;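 active = compounds that cut the binding signal by more than half at the single screening dose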;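 note: His-tagged Mcl-1 with europium anti-His antibody binding Bid BH3 peptide; 0% = Mcl-1 plus peptide wells and 100% = peptide-only wells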
# Target sequence (Q07820 whole entry, looked up): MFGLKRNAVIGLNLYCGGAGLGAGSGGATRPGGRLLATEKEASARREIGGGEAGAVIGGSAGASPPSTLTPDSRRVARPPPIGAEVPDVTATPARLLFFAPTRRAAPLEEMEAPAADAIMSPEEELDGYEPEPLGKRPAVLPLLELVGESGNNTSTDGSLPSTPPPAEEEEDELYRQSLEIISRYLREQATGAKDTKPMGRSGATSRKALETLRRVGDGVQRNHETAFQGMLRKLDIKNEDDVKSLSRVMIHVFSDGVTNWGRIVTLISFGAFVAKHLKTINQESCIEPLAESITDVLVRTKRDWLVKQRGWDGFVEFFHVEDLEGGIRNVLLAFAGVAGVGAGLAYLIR
# RGS7-Gao reg: regulators of human RGS7-Galphao interaction; P09471; Multiplexed bead flow cytometry, RGS7-Galphao binding; actives lie on both sides; binding response (% of control), % at 10 µM; 220,000 compounds, 0.35% hits; AID 1439; in the data active = binding response below about 49% or above about 150%; inconclusive = no clear call, values can overlap the other calls; inactive = in between;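 note: fluorescent Galphao held in activated GDP-AlF4 state binding bead-coupled RGS7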
# RGS8-Gao: human RGS8-Galphao interaction regulation; P09471; multiplexed bead flow cytometry, RGS8-Galphao binding; actives lie on both sides; response (percent of control binding), % at 10 µM; 220,000 compounds, 0.34% hits; AID 1423; in the data active = response below about 60% or above about 140%; inactive = in between;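 note: Galphao activated as the GDP aluminium fluoride complex binding bead-coupled RGS8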
# Bcl-XL Bim block: human Bim-Bcl-XL interaction inhibition; Q07817; Bim peptide-Bcl-XL binding, bead flow cytometry, fluorescence; inhibition, % at 10 µM; 190,000 compounds, 0.04% hits
# Bim-Bcl-B: human Bim-Bcl-B interaction inhibition; Q9HD36; 190,000 compounds, 0.073% hits; bead-based flow cytometry, Bim peptide-Bcl-B binding; inhibition, % at 10 µM;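 note: 0% = tracer peptide without compound and 100% = reference inhibitor peptide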
# Target sequence (Q9HD36 whole entry, looked up): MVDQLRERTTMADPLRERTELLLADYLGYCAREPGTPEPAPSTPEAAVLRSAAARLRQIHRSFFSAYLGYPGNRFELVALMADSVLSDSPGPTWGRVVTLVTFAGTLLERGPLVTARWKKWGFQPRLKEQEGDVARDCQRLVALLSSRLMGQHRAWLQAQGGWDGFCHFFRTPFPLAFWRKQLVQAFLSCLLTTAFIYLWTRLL
# Bim-Bcl-W: disrupts Bim peptide binding to human Bcl-W; Q92843; bead-based flow cytometry; inhibition, % at 10 µM; 190,000 compounds, 0.02% hits; AID 952;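 note: 0% = bound tracer without compound and 100% = peptide blocker; higher means less fluorescent Bim peptide bound to Bcl-W beads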
# Target sequence (Q92843 whole entry, looked up): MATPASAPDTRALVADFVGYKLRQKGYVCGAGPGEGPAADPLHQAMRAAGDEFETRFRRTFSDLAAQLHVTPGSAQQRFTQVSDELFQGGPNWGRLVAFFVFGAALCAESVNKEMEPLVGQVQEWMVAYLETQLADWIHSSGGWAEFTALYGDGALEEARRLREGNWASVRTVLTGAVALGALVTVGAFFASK
# Bim-Mcl-1: human Bim-Mcl-1 interaction inhibition | Q07820 | Bead-based flow cytometry, Bim peptide-Mcl-1 binding | inhibition, % at 10 µM | 190,000 compounds, 0.1% hits | AID 1009;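 note: 0% = no compound tracer wells and 100% = peptide blocker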
# RGS4-Gao reg: human RGS4-Galphao interaction regulation; P09471; Multiplexed bead flow cytometry, RGS4-Galphao binding; actives lie on both sides; binding response (% of control), % at 10 µM; 220,000 compounds, 0.33% hits; AID 1415; in the data active = binding response below about 49% or above about 150%; inactive = in between;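 note: fluorescent Galphao activated with aluminum fluoride binding bead-coupled RGS4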
# Bfl-1 Bim block: human Bim-Bfl-1 interaction inhibition | Q16548 | 190,000 compounds, 0.12% hits | inhibition, % at 10 µM | Bead-based flow cytometry, Bim-Bfl-1 binding inhibition | AID 1008;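 note: 0% = wells without compound plus tracer and 100% = blocker peptide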
# GSH bead fluor: GSH bead compound fluorescence profile | fluorescence (KMESF) at 10 µM | AID 1776 | GSH beads flow cytometry, compound fluorescence 488/530 nm; active compounds read high | 190,000 compounds, 0.25% hits; in the data active = fluorescence above about 89;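 note: glutathione beads carrying GST-tagged Bcl family fusion proteins plus one bare bead set; values are compound well signal with DMSO vehicle wells as background; inactives centre near 16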
# Active calls of the source: *; ? = inconclusive. Cut-off read from the data, not from the text of the source, unless noted: active = inhibition above about 40%. Outcome played no part in choosing rows, and some 1.8% of all compounds hit somewhere here.
SMILES,Bcl-2 Bim block,Mcl1-Bid inh,RGS7-Gao reg,RGS8-Gao,Bcl-XL Bim block,Bim-Bcl-B,Bim-Bcl-W,Bim-Mcl-1,RGS4-Gao reg,Bfl-1 Bim block,GSH bead fluor
Cc1ccc(S(=O)(=O)N2CCN(CC(=O)N/N=C/c3ccc(C)o3)CC2)cc1,-9,-27,99,100,-8,-9,-5,-2,100,-15,16
COc1cccc(N/C=C(\C#N)c2ccc(OCCCF)cc2)c1,3,-48,121,117,0,-3,1,0,124,0,12
CCOC(=O)C(C)Sc1nc2ccccc2c(=O)n1CC (stereo not drawn),-15,-11,100,100,-7,-9,-2,-4,101,-18,27
O=C(NN1C(=O)C2C3C=CC(C3)C2C1=O)c1cccc(Cl)c1 (stereo not drawn),-2,-17,98,100,-6,-5,-4,-3,101,-3,10
CNC(=O)c1nnn(-c2ccccc2)c1C(=O)NC,-1,-2,77,86,0,0,2,1,73,-2,13
Cc1cc(C)c(OCC(=O)Nc2ccc3c(c2)OCO3)cc1C,-1,4,97,102,-1,0,1,0,97,0,57
Cc1oc2c(CN3CCCC3)c(O)ccc2c(=O)c1-c1ccc(Cl)cc1,6,-10,103,108,3,1,4,5,100,0,33
Cc1ccc(C2=NNC(=O)C(c3ccc(Cl)cc3)C2)cc1 (stereo not drawn),-8,23,102,99,2,-8,0,0,105,-9,52
COc1ccc(C2C(C(=O)NCc3ccccc3)=C(C)Nc3ncnn32)cc1OC (stereo not drawn),-2,-5,99,103,-2,-1,0,0,102,-2,16
Cc1cc(C)c(S(=O)(=O)NCc2cn3c(C)csc3n2)c(C)c1,-6,-143,101,102,-9,-9,-4,-4,104,-25,30
CCC(C)NS(=O)(=O)c1ccc(OCC(=O)Nc2ccc3c(c2)OCO3)cc1 (stereo not drawn),0,-24,94,100,0,0,4,5,91,2,13
Cc1cccc(C)c1NC(=O)C[N+](C)(C)CC(O)COc1cccc2ccccc12 (stereo not drawn),-1,-19,102,100,0,-2,0,-3,103,-1,24
COc1ccc(C(=O)N2N=C(c3ccccc3)CC2(O)C(F)(F)F)cc1 (stereo not drawn),-1,-6,112,102,-4,-6,0,-2,102,-1,22
COc1ccc(O)c(C(=O)c2cc(C#N)c(=O)n(-c3c(C)n(C)n(-c4ccccc4)c3=O)c2)c1,-1,-39,99,102,0,0,2,2,97,0,12
CCOC(=O)CSc1nnc(CNC(=O)c2cccs2)n1-c1cccc(C)c1,-3,-3,106,102,-6,-5,-4,-8,104,-5,28
CN(C(=O)CCc1nnc(Cc2ccc(-c3ccccc3)cc2)o1)C1CCOCC1,-6,1,101,101,-3,0,0,-2,99,-12,54
CC(=O)NS(=O)(=O)c1ccc(NC(=S)NC(=O)C(C)(C)C)cc1,-1,-14,96,99,1,-4,-3,-4,98,-2,18
CN(C(=O)c1cccc(C#N)c1)c1nnc(C2CCOC2)s1 (stereo not drawn),-11,-3,106,100,-6,-9,-2,-3,100,-13,15
CCOC(=O)N1CCC(N(CCN(C)C)C(=S)Nc2cccc(OC)c2)CC1,-3,-17,103,102,-4,-2,0,0,101,0,24
Cc1onc(-c2ccccc2)c1C(=O)N1CCN(S(=O)(=O)c2ccc3c(c2)OCCO3)CC1,-5,-8,101,103,-5,-6,0,-8,102,-9,42
O=c1cc(N2CCc3ccccc3C2)[nH]c(=O)n1-c1ccccc1Cl,-2,-44,105,112,-7,-3,2,3,108,-8,20
COc1ccc(C(CC(=O)NCCN2CCOCC2)NS(=O)(=O)c2ccc(C)cc2)cc1 (stereo not drawn),-1,-20,102,102,-4,-4,-3,-2,108,-2,4
Cc1ccc(-c2nnc3n2CCCCC3)cc1,-3,-1,104,107,0,-3,-2,-3,102,0,12
CC(=NCc1ccccc1)C1=C(O)COC1=O,-11,-20,102,101,-4,-11,-4,-3,103,-11,35
O=C(Nc1nc2c(s1)CN(Cc1ccccc1)CC2)C1CCC1,-1,-25,104,101,0,-4,0,0,106,-2,26
SMILES,Bcl-2 Bim block,Mcl1-Bid inh,RGS7-Gao reg,RGS8-Gao,Bcl-XL Bim block,Bim-Bcl-B,Bim-Bcl-W,Bim-Mcl-1,RGS4-Gao reg,Bfl-1 Bim block,GSH bead fluor
CC(=O)NC(C1C(=O)CC(C)(C)CC1=O)(C(F)(F)F)C(F)(F)F,-9,-3,105,102,-6,-3,-1,-3,100,-13,25
COc1ccc(C)cc1S(=O)(=O)NC1CCCC1,-3,-5,101,102,0,0,0,-4,105,-1,27
O=C(CN1C(=O)NC2(CCCCC2)C1=O)N1CCc2ccccc2C1,-2,-1,?,104,0,0,-1,0,99,0,12
CC1CCCN(C(=O)CN2CCN(C(=O)c3ccco3)CC2)C1 (stereo not drawn),-8,-12,104,106,-7,-2,-6,-7,103,-7,27
Cc1noc(C)c1COc1ccc(C(=O)Nc2cccnc2)cc1,15,12,?,98,19,43*,20,6,95,1,6
COC(=O)CNC(c1ccccc1)c1cc(C)ccc1NC(=O)c1cccc(Cl)c1 (stereo not drawn),-2,1,99,103,-4,-3,-2,-4,99,0,24
CC(C)(C)NC(=O)CN(C(=O)CS(=O)CC(=O)Nc1ccc(F)cc1)c1ccccc1 (stereo not drawn),-16,-58,108,101,-8,-34,2,-130,102,-13,51
O=C(Nc1ccc(Oc2ccc(NC(=O)c3ccco3)c(NC(=O)c3ccco3)c2)cc1)c1ccco1,-14,-3,100,103,-2,-11,2,-1,103,-13,24
O=C(CCSc1nc2ccccc2o1)N1CCOCC1,-3,-58,102,102,-2,-8,0,-2,101,-11,24
NC(=O)N1c2ccccc2C=Cc2ccccc21,-1,-4,98,103,-5,0,0,0,100,-3,21
CN(C)c1ccc(/C=C/c2ccc3ccccc3[n+]2C)cc1,-9,-57,103,105,-7,-10,-1,-7,100,-4,9
c1ccc2cc3[nH]c(CN4CCOCC4)nc3cc2c1,-5,-1,97,99,-8,-9,-7,-3,99,-5,25
CCC(=O)Nc1ccc(Oc2ccc3c(c2)C(=O)N(c2ccc(O)cc2)C3=O)cc1,-10,9,101,101,-3,-8,0,-2,102,-11,12
Cn1c(Cn2cnc(Cl)c2Cl)nc2ccccc21,-2,-11,98,100,-3,-3,-3,-3,100,-1,32
COc1n[nH]c(C(=O)NCc2ccccc2)c1[N+](=O)[O-],0,-8,102,105,-2,0,1,1,106,-2,10
CCCCn1cnc(C(=O)OCC)c1N,-1,-6,101,102,-3,-2,-1,-1,103,1,21
Cc1cccc(C)c1OCC(=O)Nc1cccc(C(=O)O)c1,-6,-29,?,100,-4,-8,-2,-3,97,-7,17
CC(=O)NS(=O)(=O)c1ccc(NC(=O)c2cc(-c3cccs3)nc3ccccc23)cc1,1,0,99,103,2,0,1,2,103,-2,7
CC(=O)c1cc(C(=O)N2CCc3c([nH]c4ccccc34)C2C2CCCCC2)[nH]n1 (stereo not drawn),-2,-54,100,102,-3,-2,-1,-1,97,-8,23
OC(COCC1COc2ccccc2O1)CN1CCCCC1 (stereo not drawn),-5,-1,98,102,-6,-4,-3,-9,99,-8,11
Nc1cccc2c1C(=O)N(C(=O)c1ccc(Cl)c(S(=O)(=O)N3CCCCCC3)c1)C2=O,-2,-12,101,101,-3,-3,-4,-1,102,0,17
[O-][N+]12CC[N+]([O-])(CC1)c1ccccc12,1,-38,126,117,3,2,3,2,129,2,12
CC(=O)N1c2c(cc(Br)cc2S(=O)(=O)N2CCOCC2)CC1C (stereo not drawn),1,-12,103,100,-5,-1,-6,-4,100,-2,23
c1ccc2c(-c3[nH]ncc3CNCCCn3ncc4ccccc43)cccc2c1,-2,-42,105,106,-1,-3,0,0,107,-8,18
Nc1c(C(=O)c2ccccc2O)cnn1-c1ccc(S(=O)(=O)N2CCOCC2)cc1[N+](=O)[O-],-1,8,?,93,0,-4,-1,0,91,-2,16

# Rewritten with tabs: entries from further up.
compound	Bcl-2 Bim block	Mcl1-Bid inh	RGS7-Gao reg	RGS8-Gao	Bcl-XL Bim block	Bim-Bcl-B	Bim-Bcl-W	Bim-Mcl-1	RGS4-Gao reg	Bfl-1 Bim block	GSH bead fluor
COc1n[nH]c(C(=O)NCc2ccccc2)c1[N+](=O)[O-]	0	-8	102	105	-2	0	1	1	106	-2	10
COc1ccc(C)cc1S(=O)(=O)NC1CCCC1	-3	-5	101	102	0	0	0	-4	105	-1	27
[O-][N+]12CC[N+]([O-])(CC1)c1ccccc12	1	-38	126	117	3	2	3	2	129	2	12
c1ccc2cc3[nH]c(CN4CCOCC4)nc3cc2c1	-5	-1	97	99	-8	-9	-7	-3	99	-5	25

# (list continues)
SMILES,Bcl-2 Bim block,Mcl1-Bid inh,RGS7-Gao reg,RGS8-Gao,Bcl-XL Bim block,Bim-Bcl-B,Bim-Bcl-W,Bim-Mcl-1,RGS4-Gao reg,Bfl-1 Bim block,GSH bead fluor
O=C(NC1CC2CCCC(C1)N2C(=O)N1CCCCC1)C1CCCCC1 (stereo not drawn),-1,-18,98,99,-1,0,0,0,102,0,23
CCN(CC)S(=O)(=O)c1ccc(N2CCOCC2)c(NC(=O)CCC2CCCCC2)c1,-4,1,103,98,-12,-26,-5,-11,98,9,10
O=C(Cn1cnc2c(nnn2Cc2ccccc2)c1=O)NCc1ccco1,-8,-23,101,100,-3,-4,1,0,96,-11,19
COc1ccc(CNC(=O)Cc2csc(Nc3nc(=S)[nH]c4ccccc34)n2)cc1,4,34,102,101,4,2,1,0,96,-1,20
CN1CCN(C(=S)c2cn(Cc3cccc(F)c3)c3ccccc23)CC1,-2,-47,99,101,0,-2,-1,-1,99,-3,11
COc1cc(CNC2CCCCC2OC)cc(OC)c1 (stereo not drawn),1,29,?,98,-3,-1,-3,0,96,-6,11
O=C(Nc1ccc(Br)cc1)C1CC=CCC1C(=O)OCC1CCCO1 (stereo not drawn),3,-20,97,99,-3,0,2,-1,92,-1,7
COC(=O)c1sc(NC(=O)CSc2nc3cccnc3n2C2CCCCC2)nc1C,-3,12,105,102,-3,-4,1,-1,106,-5,23
CN(C)CCNCc1ccc(OC2CCCC2)cc1,-5,-7,99,101,-4,-6,0,1,100,-7,12
CC1(C)CC(=O)C(N=Nc2ccc(S(=O)(=O)N3CCCCCC3)cc2)=C(O)C1,0,-21,107,110,-2,-2,-3,-2,106,0,11
O=C(Nc1ccc(Br)cc1F)C1CCN(c2nnc(-n3cccc3)s2)CC1,-6,-29,100,98,-5,-5,1,-1,98,-12,20
COC(=O)C1(CO)NC(c2cccs2)C2C(=O)N(c3ccccc3)C(=O)C21 (stereo not drawn),-8,-4,105,103,-3,-4,4,0,104,-10,14
CCOc1ccccc1NC1c2ccccc2C(=O)N1c1ccc(C)cn1 (stereo not drawn),-6,-20,100,100,-3,-5,0,2,103,-8,20
CC(C)(C)C(=O)Nc1ccc2oc(-c3cc(F)c(F)cc3Cl)nc2c1,-5,1,98,101,-5,-3,-4,0,97,-3,17
CC(C)N1C(=S)SC(C)(C)C1n1oc(=O)n(-c2cccc(Cl)c2)c1=O (stereo not drawn),-3,-24,97,100,-2,-3,-2,-3,102,-6,11
CCCOc1ccc(C(=O)N2CCCc3ccccc32)cc1,-5,-13,101,99,-4,-8,0,-4,99,-15,33
Cc1ccccc1C(=O)N1CCC(C(=O)O)CC1,-10,2,95,96,-3,-6,0,0,92,-16,25
Cn1sc(NC(=O)c2cccc(Cl)c2)nc1=O,-6,-7,96,100,-2,-5,-4,-1,96,-3,27

# Assay outcomes: PubChem BioAssay, several laboratories
